STAT3 inh – inhibitors of IL-6 induced STAT3 signaling | U3A cells, IL-6 STAT3-luciferase reporter, luminescence; host cell line lacks STAT1 | inhibition, % at 5.5 µM | hit rate 0.89% among 190,000;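 active means inhibition above the mean inhibition across all screened compounds plus 3 SD, cut at about 44% in these data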;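 further: 0% = DMSO only wells and 100% = 100 µM nifuroxazide control wells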
ROMK primary – modulates human ROMK potassium channel activity. hit rate 2% among 130,000. B-score at 10 µM. Tet-inducible ROMK, thallium flux fluorescence; actives lie on both sides. P48048. AID 1918;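 active means signal ratio slope over the read window, or its plate-corrected B-score, at least 3 SD from the plate mean, either direction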;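 further: B-score of the F/F0 ratio slope over 7 to 12 s after thallium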
Target sequence (P48048 whole entry, looked up): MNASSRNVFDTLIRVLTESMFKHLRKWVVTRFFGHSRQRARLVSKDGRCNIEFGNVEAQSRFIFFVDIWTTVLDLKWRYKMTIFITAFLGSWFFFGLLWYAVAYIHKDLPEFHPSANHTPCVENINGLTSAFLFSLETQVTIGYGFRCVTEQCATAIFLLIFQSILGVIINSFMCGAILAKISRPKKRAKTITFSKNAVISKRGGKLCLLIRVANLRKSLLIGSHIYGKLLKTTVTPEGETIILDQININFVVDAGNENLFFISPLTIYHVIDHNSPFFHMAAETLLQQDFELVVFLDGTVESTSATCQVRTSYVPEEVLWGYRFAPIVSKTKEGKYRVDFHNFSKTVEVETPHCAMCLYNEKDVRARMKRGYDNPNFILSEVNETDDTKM
STAT3 act – activators of IL-6 induced STAT3 signaling. U3A cells, IL-6 STAT3-luciferase reporter, luminescence; 100% = signal with IL-6 EC80 alone. activation (% of control), % at 5.6 µM. hit rate 0.91% among 190,000. AID 871;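 active means activation above the screen-wide mean of compound activation plus 3 SD, cut at about 130% in these data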;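 further: 0% = background luminescence of wells with medium and substrate only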
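Detection: reporter luminescence signal / Assay system: STAT1-lacking human U3A cells, STAT3 luciferase reporter / Incubation: compound pre-incubation 1 h before IL-6, then 6 h stimulation at 37 °C / Control set: IL-6-only high control / Read-out: % activation relative to IL-6 control / Probe or stimulus: Interleukin-6, 33 ng/mL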
PPARg SRC-2 ag – agonists of SRC-2 recruitment by human PPARgamma | AID 1032 | hit rate 0.34% among 200,000 | activation, % at 8 µM | PPARgamma LBD-SRC-2 recruitment, biochemical; in the data active means activation above about 22%;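 further: 0% = vehicle and 100% = reference agonist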
TNAP act hi DEA – TNAP (human) activation, high acceptor | P05186 | activation factor at 20 µM | 200,000 tested, under 10 active | AID 1136 | purified TNAP, CDP-star luminescence, 1 M DEA, 30 min; stronger effect = higher value; 0 = EDTA background, 1 = DMSO-only activity;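 active means activation factor at least 2 at 20 µM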
Target sequence (P05186 whole entry, looked up): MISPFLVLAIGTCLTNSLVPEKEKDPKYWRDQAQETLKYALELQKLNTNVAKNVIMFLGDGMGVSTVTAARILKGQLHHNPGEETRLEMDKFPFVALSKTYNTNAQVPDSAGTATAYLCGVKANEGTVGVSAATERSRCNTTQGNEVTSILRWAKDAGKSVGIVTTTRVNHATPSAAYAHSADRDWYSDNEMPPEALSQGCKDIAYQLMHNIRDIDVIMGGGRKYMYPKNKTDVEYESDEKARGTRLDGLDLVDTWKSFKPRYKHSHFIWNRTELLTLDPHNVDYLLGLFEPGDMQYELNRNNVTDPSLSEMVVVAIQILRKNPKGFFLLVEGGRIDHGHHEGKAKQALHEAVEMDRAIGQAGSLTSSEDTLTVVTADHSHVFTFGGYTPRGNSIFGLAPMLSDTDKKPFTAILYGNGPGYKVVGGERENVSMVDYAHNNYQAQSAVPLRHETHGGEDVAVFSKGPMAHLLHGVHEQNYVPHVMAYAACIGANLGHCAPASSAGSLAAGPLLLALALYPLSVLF
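Control set: EDTA negative control, DMSO positive control / Assay system: human TNAP / Quantity: TNAP 1/800 final / Evaluation: TNAP activation factor scaled between EDTA and DMSO control wells / Measured by: luminescent substrate turnover signal / Compound dosing: one dose, 20 µM / Times: 30 min enzyme reaction at room temperature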
PPARg SRC-3 ag – agonists of human PPARgamma SRC-3 coactivator recruitment. activation, % at 8 µM. biochemical PPARgamma/SRC-3 coactivator recruitment assay. P37231. hit rate 0.26% among 200,000; in the data active means activation above about 23%;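 further: 0% = DMSO and 100% = reference agonist; some compounds past the cut are filed as inactive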
bIAP activator – increases bovine intestinal alkaline phosphatase activity. purified bovine IAP, CDP-star luminescence, 30 min; stronger effect = higher value; fold of DMSO-control signal, blank-subtracted. activation factor at 20 µM. hit rate 0.17% among 200,000. AID 1016;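 active means activation factor of 2 or more at 20 µM, a signal rise over negative controls twice the positive control's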
SRC2 TRFRET art – counter-screen for PPARgamma SRC-2 recruitment agonists: TR-FRET artefact. stronger effect = higher value. TR-FRET ratio at 8 µM. hit rate 0.4% among 200,000. AID 1049; in the data active means TR-FRET ratio above about 2000; further: inactives centre near 1500
PPARg SRC1 recr – PPARgamma-driven SRC-1 recruitment agonism; P37231; PPARgamma-SRC-1 coactivator recruitment biochemical assay; activation, % at 8 µM; hit rate 0.41% among 200,000; AID 631; in the data active means activation above about 19%;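 further: 0% = DMSO and 100% = reference agonist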
bIAP inhibitor – blocks bovine intestinal alkaline phosphatase activity | 190,000 tested, under 10 active | inhibition, % at 20 µM | purified bovine IAP, CDP-star luminescence, 30 min;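 active means over 50% inhibition of intestinal alkaline phosphatase at 20 µM in the single-dose screen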
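System: purified bovine intestinal alkaline phosphatase (IAP) enzyme; Input: IAP diluted 1/65,000,000 in the well; Measured by: CDP-star luminescence signal; Compound dosing: 20 µM single dose; Incubation: 30 min reaction at room temperature.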
STAT1 inh – inhibitors of IFN-gamma induced STAT1 signaling; hit rate 0.35% among 200,000; NIH 3T3 STAT1-luciferase reporter, luminescence; inhibition, % at 5.5 µM;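 active means inhibition above a set limit, the mean inhibition across all tested compounds plus 3 SD, cut at about 34% in these data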;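 further: 0% = IFN-gamma with DMSO and 100% = IFN-gamma with 300 µM nifuroxazide; values of inactives mirror those of a sister screen read the other way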
* hit, by the source's call; . = no result given. An unsorted share of the library; any-hit rate near 3.7%.

SMILES | STAT3 inh | ROMK primary | STAT3 act | PPARg SRC-2 ag | TNAP act hi DEA | PPARg SRC-3 ag | bIAP activator | SRC2 TRFRET art | PPARg SRC1 recr | bIAP inhibitor | STAT1 inh
O=C(CC1SC(=Nc2ccccc2)N(CCc2c[nH]c3ccccc23)C1=O)Nc1ccccc1F (stereo unspecified) | -22 | -0.052 | 116 | -2 | 1 | 1 | 1 | 1489 | -2 | 0 | -7
O=C(NCCc1ccccn1)C1CC(=O)N(Cc2ccccc2Cl)C1 (stereo unspecified) | 9 | 1.2 | 95 | -8 | 1.1 | -4 | 1 | 1491 | 1 | -1 | -2
Fc1ccc(-n2c(Cc3ccccc3)nnc2SCc2nc(-c3ccc(Cl)cc3)no2)cc1 | 9 | . | 98 | 0 | 1 | 5 | 1 | 1593 | 8 | -3 | 0
CCOC(=O)CNC(=O)c1ccccc1 | 4 | . | 100 | 10 | 1.1 | 1 | 1 | 1546 | 2 | 5 | 2
Cc1ccc(S(=O)(=O)CCc2nc3ccccc3n2CCC#N)cc1 | 2 | . | 102 | 2 | 1.1 | 11 | 1 | 1472 | 3 | 3 | 11
CC1CCCN(C(=O)CSc2nnc(-c3ccc(S(=O)(=O)N4CCOCC4)cc3)n2C)C1 (stereo unspecified) | 4 | 0.94 | 100 | 0 | 1 | -5 | 1 | 1553 | 8 | -2 | 0
Cc1cc(C)c2nc(N3CCCC(C(=O)N4CCN(c5ncccn5)CC4)C3)sc2c1 (stereo unspecified) | -11 | -0.13 | 106 | -1 | 1 | -9 | 1.1 | 1391 | 4 | -12 | -4
O=c1[nH]c2cc3c(cc2cc1CN(Cc1ccco1)C(=S)NCC1CCCO1)OCCO3 (stereo unspecified) | -3 | -0.85 | 108 | -4 | 1 | 0 | 1 | 1570 | -1 | 5 | 2
O=C(CSc1nnc(CN2CCCCC2)n1-c1ccccc1)c1ccc2c(c1)OCO2 | -3 | . | 108 | 2 | 1 | 1 | 1 | 1681 | 8 | 3 | 2
C=CCOc1c(Br)cc(/C=N/NC(N)=O)cc1OC | 25 | 0.76 | 82 | 6 | 1 | 5 | 1 | 1509 | 13 | -3 | 1
C/C(=C\c1ccccc1)CN1CCN(c2ccccc2)CC1 | 1 | . | 105 | 2 | 1 | -14 | 0.9 | 1401 | 5 | 8 | -5
C#CCNC(=O)C1=C[C@@H](c2coc3ccccc3c2=O)C[C@@H](OCc2ccc(CO)cc2)O1 | . | . | . | -6 | 1 | -3 | 1.1 | 1575 | 6 | -6 | 4
Cc1nc(/C=[N+](\[O-])C(C)(C)/C=N/O)n(O)c1C | 1 | . | 100 | -6 | 1 | -8 | 1 | 1369 | -8 | 2 | 7
CN1CCN(c2cc(N3CCc4ccccc4C3)c(F)cc2[N+](=O)[O-])CC1 | -5 | . | 104 | -7 | 0.9 | 0 | 0.8 | 1451 | -5 | 16 | -12
COc1ccc(C2Nc3ccccc3C(=O)N2c2ccccc2)cc1Cn1cc([N+](=O)[O-])cn1 (stereo unspecified) | -6 | . | 102 | 7 | 1 | 7 | 1 | 1497 | 7 | 3 | 6
COc1ccc(-c2cc(C(=O)OCC(=O)c3cccc([N+](=O)[O-])c3)c3cc(C)ccc3n2)cc1 | 9 | . | 94 | 1 | 1.1 | -5 | 1.1 | 1617 | 0 | -9 | 9
COc1ccc(OC)c(/C=N/NC(=O)CSc2cc(C)nc3c(OC)cccc23)c1 | 5 | 0.095 | 97 | 11 | 1 | 3 | 1 | 1696 | 8 | -2 | 9
Cc1nn(C)cc1/C=N/NC(=O)Cn1nccc1C | 4 | . | 99 | -5 | 1 | -5 | 1 | 1422 | -5 | 1 | -2
COc1ccc(C(=O)c2ccc(N(C)C)cc2)c2ccccc12 | 7 | . | 95 | 11 | 1 | 8 | 0.9 | 1833 | 2 | 11 | -5
CC(O)CNCCCOc1cccc(C(F)(F)F)c1 (stereo unspecified) | 8 | -1.6 | 102 | -6 | 1 | 2 | 1.1 | 1547 | 8 | -5 | -6
Cn1cc(C(CC(=O)O)C(=O)O)c2ccccc21 (stereo unspecified) | -22 | 0.35 | 126 | 4 | 1 | -5 | 1 | 1419 | 3 | -5 | 12
FC(F)C(F)(F)C1=CC(c2ccccc2)=NCCN1 | 5 | . | 103 | -4 | 1.1 | 4 | 0.9 | 1559 | 3 | 14 | 17
CCn1c(CNc2ccc(Cl)cc2)nnc1SCC#N | -4 | -0.12 | 105 | 5 | 1 | 2 | 1 | 1532 | -2 | 4 | 2
COC(=O)Nc1ccc(C)c2nsnc12 | 13 | 0.69 | 93 | -4 | 1.1 | -7 | 0.9 | 1628 | 4 | 8 | -5
COc1ccc(/C=N/NC(=O)c2cccnc2)cc1CSc1nc2ccccc2s1 | -7 | . | 106 | -1 | 1 | -1 | 1.1 | 1503 | -2 | -8 | -19

Remaining list, next part.
SMILES | STAT3 inh | ROMK primary | STAT3 act | PPARg SRC-2 ag | TNAP act hi DEA | PPARg SRC-3 ag | bIAP activator | SRC2 TRFRET art | PPARg SRC1 recr | bIAP inhibitor | STAT1 inh
CC(C)CNC(=O)COC(=O)c1c2c(nc3ccccc13)/C(=C/c1cccs1)CC2 | 5 | . | 92 | 1 | 0.9 | 0 | 1.1 | 1608 | 14 | -7 | 38*
Cc1ccc(NC(=S)c2nc3ccccc3[nH]2)c(C)c1 | 13 | 1.2 | 87 | -8 | 1.1 | 0 | 1.1 | 1622 | -5 | -13 | -77
O=C1CCCN2N=C(SCC(=O)N3N=C(c4ccc(Br)cc4)CC3c3ccc(F)cc3)SC2=N1 (stereo unspecified) | -3 | -0.42 | 108 | -2 | 1 | -3 | 1 | 2012* | -4 | 1 | -5
COc1ccc(C(=O)Cc2ccccc2)cc1OC | -4 | -0.012 | 104 | 2 | 1 | 1 | 1 | 1449 | 4 | 2 | -9
O=C(Cc1cccs1)N(c1ccc(Br)cc1)C1C=CS(=O)(=O)C1 (stereo unspecified) | 3 | -0.63 | 104 | -1 | 1.1 | 0 | 1 | 1622 | -1 | 5 | -2
CC1CC1C(=O)OCC(=O)NC(=O)NCc1ccco1 (stereo unspecified) | 1 | . | 102 | 0 | 1 | 0 | 1 | 1509 | 8 | 0 | -12
CCOC(=O)C1(CCCc2ccccc2)CCN(C(=O)Cc2nonc2C)CC1 | 8 | . | 97 | 1 | 1 | 6 | 1 | 1566 | 2 | -4 | 5
O=C(NNC(=O)c1cccc(S(=O)(=O)N2CCc3ccccc32)c1)c1ccccc1 | 18 | -0.75 | 91 | -8 | 1 | 4 | 1.2 | 1448 | 7 | -18 | 35*
O=C(CN(Cc1ccc2c(c1)OCO2)C(=O)CSc1nc2ccccc2o1)NC1CCCCC1 | -5 | -0.88 | 107 | 11 | 1.1 | 5 | 1.1 | 1594 | 8 | -10 | 2
CCSc1nc(-c2ccco2)ccc1C#N | 3 | -0.86 | 101 | -5 | 1 | -1 | 0.7 | 1429 | -7 | 25 | -3
O=C(/C(=N/N=C/c1ccc(O)c(O)c1)c1ccccc1)c1ccccc1 | 8 | . | 95 | 8 | 0.7 | 0 | 0.9 | 1668 | 0 | 11 | 4
O=C(N/N=C\c1ccccc1)c1sccc1-n1cccc1 | -9 | . | 108 | -3 | 1 | -8 | 1 | 1595 | -11 | 2 | -4
CC1C/C(=N\NC(=O)c2cccnc2)CC(C)(C)C1 (stereo unspecified) | 0 | -0.031 | 107 | -3 | 1 | -4 | 1.5 | 1537 | 3 | -49 | -8
COc1ccc(NC(=O)CSc2ncnc3c2nnn3-c2ccc(F)cc2)c(OC)c1 | 10 | 0.094 | 95 | 15 | 1 | 4 | 1.1 | 1662 | 8 | -8 | -6
COc1cc(NC(=O)c2ccc3c(=O)n(Cc4ccco4)c(=S)[nH]c3c2)cc(OC)c1OC | 18 | . | 90 | 2 | 1 | -4 | 1.1 | 1502 | 8 | -5 | -10
CCOC(=O)c1c(-c2ccc(C)cc2C)csc1NC(=O)CSc1nnnn1C | 2 | 0.071 | 102 | 7 | 1.1 | 0 | 1 | 1635 | -3 | 4 | 3
CC1CC(C)CN(S(=O)(=O)c2ccc(C(=O)NCc3ccco3)cc2)C1 (stereo unspecified) | -2 | 0.1 | 110 | -9 | 1 | 8 | 0.7 | 1431 | 1 | 30 | 5
COC(=O)CNS(=O)(=O)c1ccc(OC)cc1 | 4 | . | 101 | 1 | 1 | -7 | 1 | 1396 | 4 | 0 | 5
NC(=O)c1ccc(NC(=O)COC(=O)C2(c3cccc(F)c3)CCCC2)cc1 | 16 | -0.23 | 90 | 8 | 1.1 | 5 | 0.9 | 1736 | 5 | 15 | 10
O=C1CC(N2CCOCC2)C(=O)N1c1ccccc1Cl (stereo unspecified) | 3 | 0.19 | 101 | 1 | 1 | 8 | 1 | 1681 | 0 | 2 | 6
CCOC(=O)c1c(C)[nH]c(C)c1C(=O)COC(=O)/C=C/c1cccc(C(F)(F)F)c1 | -13 | -0.18 | 109 | -2 | 1 | 0 | 1 | 1501 | -2 | -1 | 3
CCOC(=O)NN1C(=O)c2ccccc2NC1(C)C | 2 | 1.1 | 103 | -5 | 1 | 1 | 0.9 | 1453 | -5 | 12 | 9
CSC1=NCCN1S(=O)(=O)c1ccc(C)cc1 | -6 | 0.65 | 106 | 0 | 1 | -3 | 0.9 | 1442 | 5 | 10 | -8
CCC(=O)N=c1sc2c(OC)ccc(OC)c2n1C | 13 | . | 93 | 6 | . | 10 | . | 1782 | 6 | . | 0
CCOC(=O)C1=C(C)NC(SC)=NC1c1ccc(OC)cc1 (stereo unspecified) | 1 | . | 102 | -13 | 1 | 5 | 0.8 | 1319 | -9 | 17 | 1
CCCC1CC(C)(C(=O)CSc2n[nH]c(-c3ccccc3)n2)OC1=O (stereo unspecified) | 1 | . | 101 | 8 | 1 | -3 | 0.9 | 1511 | 0 | 12 | -10
Cc1cc2nc(SCCN3CCCC3)[nH]c2cc1C | 1 | . | 103 | 2 | 1 | 2 | 1 | 1799 | -11 | -1 | -7
Cc1occc1C(=O)Nc1cccc(C(F)(F)F)c1 | 14 | . | 91 | 8 | 1 | 3 | 1 | 1501 | -1 | -3 | 1
O=c1cc(-c2ccccc2)nc2nc(SCc3ccccc3)[nH]n12 | 1 | 0.67 | 103 | -2 | 1.1 | 10 | 0.9 | 1469 | -3 | 8 | -1

Not a retest: an excerpt of the list.
SMILES | STAT3 inh | ROMK primary | STAT3 act | PPARg SRC-2 ag | TNAP act hi DEA | PPARg SRC-3 ag | bIAP activator | SRC2 TRFRET art | PPARg SRC1 recr | bIAP inhibitor | STAT1 inh
Cc1cc2nc(SCCN3CCCC3)[nH]c2cc1C | 1 | . | 103 | 2 | 1 | 2 | 1 | 1799 | -11 | -1 | -7
Cc1occc1C(=O)Nc1cccc(C(F)(F)F)c1 | 14 | . | 91 | 8 | 1 | 3 | 1 | 1501 | -1 | -3 | 1
O=c1cc(-c2ccccc2)nc2nc(SCc3ccccc3)[nH]n12 | 1 | 0.67 | 103 | -2 | 1.1 | 10 | 0.9 | 1469 | -3 | 8 | -1

Bioassay records (PubChem)
